D1 PAM: enhances dopamine response at the human D1 receptor | P21728 | HEK293 TREx D1 cells, calcium flux, dopamine EC20 potentiation | potentiation, % at 10 µM | actives 0.036% (n = 360,000) | AID 504651; in the data active = potentiation above about 30%; also: 0% is about no effect
Vif-APOBEC3G blk: blocks the Vif interaction with human APOBEC3G; Q9HC16; actives 0.076% (n = 410,000); Potency, µM (titrated, usually from 46.1 µM), for inactives: at the top dose activity, negative = active, actives largely listed as inhibitors; HeLa A3G-eYFP + Vif (tagged APOBEC3G with the HIV-1 protein that degrades it), YFP fluorescence, overnight;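 also: potency is read from the fitted curve at half-maximal effect; % is scaled to controls: 0 for no effect and ±100 for the full control effect; nearly all actives have a fitted effect of over 60% in size; hits raise eYFP signal because A3G escapes Vif-driven loss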
Target sequence (Q9HC16 whole entry, looked up): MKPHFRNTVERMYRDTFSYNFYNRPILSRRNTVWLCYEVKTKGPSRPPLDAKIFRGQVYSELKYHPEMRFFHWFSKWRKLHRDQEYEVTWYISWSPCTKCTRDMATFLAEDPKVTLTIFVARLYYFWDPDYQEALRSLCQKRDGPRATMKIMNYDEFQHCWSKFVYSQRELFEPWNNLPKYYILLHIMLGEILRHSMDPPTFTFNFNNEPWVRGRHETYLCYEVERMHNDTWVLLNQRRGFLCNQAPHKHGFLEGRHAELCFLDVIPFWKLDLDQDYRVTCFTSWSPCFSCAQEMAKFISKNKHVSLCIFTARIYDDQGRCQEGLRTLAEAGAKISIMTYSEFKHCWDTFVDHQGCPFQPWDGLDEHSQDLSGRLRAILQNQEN
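HeLa cells stably expressing Vif and C-terminally eYFP-tagged A3G, seeded overnight at 37 deg C, then exposed to compound by pintool overnight at 37 deg C. Rise in yellow fluorescence (Ex 488/Em 500-530, Acumen) marks blocked Vif-driven A3G degradation.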
D1 agonist: activates the human D1 dopamine receptor; HEK293 T-REx D1 cells, calcium flux, agonist mode; actives 1% (n = 360,000); activation, % at 2 µM; AID 504660; in the data active = activation above about 30%; also: 0% is about no effect
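Agonism was scored from calcium flux recorded over 180 s (1 read/s) after pintool compound addition, following a 10-cycle baseline. Cells were inducible force-coupled HEK293 TREx D1, plated overnight at 30 C and loaded with no-wash calcium dye.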
D1 antagonist: human D1 dopamine receptor antagonism | actives 3.2% (n = 360,000) | activity change, negative = inhibition, % at 10 µM | HEK293 TREx D1 cells, calcium flux, dopamine EC80; hits give low values; in the data active = activity change below about -30%; also: % is scaled to controls: 0 for no effect and ±100 for the full control effect
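Tetracycline-induced HEK293 T-REx cells with force-coupled D1 receptor were loaded with a no-wash calcium dye. Compound was added after a 10 s baseline and read kinetically for 180 s; EC80 dopamine was then added and calcium flux followed another 180 s.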
Vif-A3F inh: blocks the Vif interaction with APOBEC3F; HeLa A3F-eYFP + Vif (tagged APOBEC3F with the HIV-1 protein that degrades it), YFP fluorescence increase; Potency, µM (series often up to 46.1 µM), for the others: at the top dose activity, negative = active; actives 0.2% (n = 390,000); AID 602313; also: potency is read from the fitted curve at half-maximal effect; % of control where 0% means no effect; nearly all actives have a fitted effect of over 65% in size
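Fluorescence increase (Ex 488/Em 500-530) after overnight compound treatment at 37 deg C flags inhibition of Vif-driven A3F-eYFP loss in stable HeLa A3F-eYFP/Vif cells seeded overnight beforehand.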
RXFP1 antag: RXFP1 (human) relaxin receptor antagonism. actives 0.59% (n = 350,000). AID 1259400. HEK293-RXFP1, relaxin-stimulated cAMP HTRF, 30 min; hits give low values. activity change, negative = inhibition, % at 57.5 µM;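 active = activity change of -60% or lower, but not beyond a set lower limit; inconclusive = change between -60% and -40%, or beyond the set limit; inactive = change above -40%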; also: % is scaled to controls: 0 for no effect and ±100 for the full control effect
GRP78 ERSR act: induces the endoplasmic reticulum stress response in human glioma cells; actives 0.02% (n = 420,000); AID 602332; Potency, µM, for the others: at the highest dose activation, hits mostly activators; U87-MG GRP78 promoter luciferase reporter, 16 h; also: potency is read from the fitted curve at half-maximal effect; series mostly up to about 76 µM; % of control where 0% means no effect; nearly all actives have a fitted effect of over 35% in size
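ERSR induction read as luciferase luminescence (Bright-Glo, 10 min at room temperature) in stably transfected human U87-MG glioma cells exposed to compounds for 16 h, using GRP78 as sensor.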
D2 potentiator: D2 dopamine receptor (human) potentiation. P14416. HEK293 T-REx D2, calcium flux, EC20 dopamine potentiation. AID 485347. potentiation, % at 10 µM. actives 0.34% (n = 340,000);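 active = potentiation over 3 SD above the plate norm, cut at about 30% in these data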; also: 0% is about no effect
Target sequence (P14416 whole entry, looked up): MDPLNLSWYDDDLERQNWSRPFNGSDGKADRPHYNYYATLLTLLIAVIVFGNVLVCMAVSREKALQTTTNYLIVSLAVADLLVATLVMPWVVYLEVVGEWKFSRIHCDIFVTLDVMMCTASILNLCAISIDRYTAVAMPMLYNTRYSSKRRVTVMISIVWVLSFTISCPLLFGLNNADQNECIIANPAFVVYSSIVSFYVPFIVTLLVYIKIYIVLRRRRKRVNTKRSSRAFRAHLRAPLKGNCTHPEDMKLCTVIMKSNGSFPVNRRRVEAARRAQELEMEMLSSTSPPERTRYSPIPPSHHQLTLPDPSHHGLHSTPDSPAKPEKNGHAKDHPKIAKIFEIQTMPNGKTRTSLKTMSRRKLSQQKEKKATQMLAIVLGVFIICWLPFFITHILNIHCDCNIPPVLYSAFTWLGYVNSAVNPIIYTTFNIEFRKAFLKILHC
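Tetracycline-induced HEK293 T-REx cells force-coupled to calcium signalling expressed D2; compounds were pin-added after a 10 s baseline, read kinetically 180 s, then an EC20 dopamine challenge followed with a further 180 s calcium read.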
RXFP1 ag: agonists of human relaxin receptor RXFP1; Q9HBX9; HEK293T-RXFP1 cAMP TR-FRET, 30 min; response scale: percent of porcine relaxin response, buffer zero; Potency, µM (titrated, usually from 57.5 µM), for inactives: at the highest dose activation, actives largely listed as activators; actives 0.3% (n = 370,000); AID 2676; also: potency is read from the fitted curve at half-maximal effect; % is scaled to controls: 0 for no effect and ±100 for the full control effect; nearly all actives have a fitted effect of over 60% in size; many of its hits are not listed in these tables
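Agonist response is measured as cAMP accumulation in an RXFP1-transfected HEK293T line under PDE4 inhibition. Values are scaled between buffer-only and 29 nM porcine relaxin, and EC50s come from standard Hill equation fits.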
Numbers without * were called inactive. Unless noted, calls follow the shape of the dose curve; as a rule, active = well fitted curve in the direction sought with a large enough effect; inconclusive = small, poorly fitted or top-dose-only effect, or another doubt; inactive = no such curve, though single readings can be large; an effect the other way counts as inactive or inconclusive. A portion of the library; count on the stated rates, not on these rows.

For CCC(Sc1nc2ccccc2c2nc3ccccc3n12)C(=O)NCc1ccco1 (configuration not stated) the results were D1 PAM 0, D1 agonist 1, D1 antagonist -1, D2 potentiator -2 and RXFP1 ag 0.7%.
`COc1cccc(-c2nc3c(c(=O)[nH]c(=O)n3Cc3ccccc3)n2CCO)c1OC(F)F` gave D1 PAM -3, Vif-APOBEC3G blk -1%, D1 agonist 5, D1 antagonist -43*, Vif-A3F inh 12%, RXFP1 antag 10, GRP78 ERSR act -4%, D2 potentiator 28 and RXFP1 ag -1.8%.
COc1cc(CNC2CCCc3ccccc32)cc(OC)c1OC (configuration not stated) was read as D1 PAM -7, Vif-APOBEC3G blk 0%, D1 agonist 7, D1 antagonist -8, Vif-A3F inh 0%, RXFP1 antag -5, GRP78 ERSR act -5%, D2 potentiator -10 and RXFP1 ag 5.7%.
For CN(C)c1ccc(S(=O)(=O)NCC(=O)NCc2ccccc2)cc1[N+](=O)[O-] the results were D1 PAM 20, Vif-APOBEC3G blk -4%, D1 agonist 5, D1 antagonist -6, Vif-A3F inh 0%, RXFP1 antag 9, GRP78 ERSR act -2%, D2 potentiator 2 and RXFP1 ag 3.6%.
Screening COc1cc(/C=N/NC(=O)CNc2n[nH]c(=O)[nH]c2=O)ccc1O returned D1 PAM -4, Vif-APOBEC3G blk 0%, D1 agonist 1, D1 antagonist 7, Vif-A3F inh 4%, RXFP1 antag 7, GRP78 ERSR act -1%, D2 potentiator -8 and RXFP1 ag 1.3%.
`CCOc1ncccc1C(=O)OCc1ccc(C#N)cc1` gave D1 PAM -5, Vif-APOBEC3G blk -6%, D1 agonist 1, D1 antagonist 7, Vif-A3F inh 6%, RXFP1 antag 8, GRP78 ERSR act -3%, D2 potentiator 9 and RXFP1 ag 0.1%.
For NC(=O)c1ccsc1NC(=O)CN1CCN(S(=O)(=O)c2ccccc2C(F)(F)F)CC1 the results were Vif-APOBEC3G blk -13%, Vif-A3F inh -9%, RXFP1 antag inconclusive and GRP78 ERSR act -7%.
Screening O=C1OCCC1Sc1nnc(-c2ccccc2)o1 (configuration not stated) returned D1 PAM 9, Vif-APOBEC3G blk 1%, D1 agonist 1, D1 antagonist 10, Vif-A3F inh 10%, RXFP1 antag 7, GRP78 ERSR act -7%, D2 potentiator 7 and RXFP1 ag 1.0%.
CC(C)CCNC(=O)CN1C(=O)c2cccnc2Oc2ccccc21 was read as D1 PAM -2, D1 agonist -2, D1 antagonist -10, RXFP1 antag -4, D2 potentiator -7 and RXFP1 ag -2.4%.
Screening COc1ccc(-c2noc(N3CCC(C(=O)Nc4cc(OC)ccc4OC)CC3)n2)cc1 returned D1 PAM -3, Vif-APOBEC3G blk 5%, D1 agonist 1, D1 antagonist 1, Vif-A3F inh 4%, RXFP1 antag 9, GRP78 ERSR act -3% and RXFP1 ag 3.1%.
For CCOC(=O)C1=C(COC(=O)CNC(=O)c2ccc(C)cc2)NC(=O)NC1C (configuration not stated) the results were D1 PAM 10, Vif-APOBEC3G blk 1%, D1 agonist -1, D1 antagonist 5, Vif-A3F inh -2%, RXFP1 antag 5, GRP78 ERSR act 0%, D2 potentiator 8 and RXFP1 ag 1.1%.
Screening COC(=O)c1cc(CSc2nnc(-c3ccccc3)c(-c3ccccc3)n2)oc1C returned D1 PAM 1, Vif-APOBEC3G blk -15%, D1 agonist 1, D1 antagonist -29, Vif-A3F inh -13%, RXFP1 antag inconclusive, GRP78 ERSR act 0%, D2 potentiator 2 and RXFP1 ag -1.4%.

Next section; it opens with the 3 that closed the last part.
Screening COc1ccc(-c2noc(N3CCC(C(=O)Nc4cc(OC)ccc4OC)CC3)n2)cc1 returned D1 PAM -3, Vif-APOBEC3G blk 5%, D1 agonist 1, D1 antagonist 1, Vif-A3F inh 4%, RXFP1 antag 9, GRP78 ERSR act -3% and RXFP1 ag 3.1%.
For CCOC(=O)C1=C(COC(=O)CNC(=O)c2ccc(C)cc2)NC(=O)NC1C (configuration not stated) the results were D1 PAM 10, Vif-APOBEC3G blk 1%, D1 agonist -1, D1 antagonist 5, Vif-A3F inh -2%, RXFP1 antag 5, GRP78 ERSR act 0%, D2 potentiator 8 and RXFP1 ag 1.1%.
Screening COC(=O)c1cc(CSc2nnc(-c3ccccc3)c(-c3ccccc3)n2)oc1C returned D1 PAM 1, Vif-APOBEC3G blk -15%, D1 agonist 1, D1 antagonist -29, Vif-A3F inh -13%, RXFP1 antag inconclusive, GRP78 ERSR act 0%, D2 potentiator 2 and RXFP1 ag -1.4%.
Cc1ccc(C(=O)/C=C/Nc2ccc(S(=O)(=O)Nc3onc(C)c3C)cc2)cc1 was read as D1 PAM -2, Vif-APOBEC3G blk -5%, D1 agonist 10, D1 antagonist 13, Vif-A3F inh 4%, RXFP1 antag -7, GRP78 ERSR act 3%, D2 potentiator 1 and RXFP1 ag 5.7%.
`CC(C)NC(=O)c1onc(CSc2cccc3ccccc23)c1C(=O)O` gave D1 PAM -5, Vif-APOBEC3G blk 4%, D1 agonist 1, D1 antagonist 10, Vif-A3F inh -2%, GRP78 ERSR act 7%, D2 potentiator 6 and RXFP1 ag 0.0%.
For Cc1cc(NC(=O)CCC(=O)N(CC(=O)NCC2CCCO2)c2ccc(C(C)C)cc2)no1 (configuration not stated) the results were Vif-APOBEC3G blk 4%, D1 agonist 6, D1 antagonist -3, Vif-A3F inh 13%, RXFP1 antag -9, GRP78 ERSR act -5%, D2 potentiator 6 and RXFP1 ag 3.1%.
Screening CCN(C(=O)COC(=O)Cn1c(=O)oc2ccccc21)c1c(N)n(Cc2ccccc2)c(=O)[nH]c1=O returned Vif-APOBEC3G blk -7%, Vif-A3F inh -14%, RXFP1 antag 2 and GRP78 ERSR act -3%.
`CC(C)CN(CC(C)C)S(=O)(=O)N1CCC(C(=O)NCc2cccs2)CC1` gave D1 PAM -6, Vif-APOBEC3G blk 1%, D1 agonist 1, D1 antagonist 8, Vif-A3F inh -19%, RXFP1 antag -4, GRP78 ERSR act -4%, D2 potentiator -13 and RXFP1 ag -0.3%.
Screening O/N=C/c1cc(Br)cc(Br)c1OCc1ccccc1 returned D1 PAM -9, Vif-APOBEC3G blk -8%, D1 agonist 2, D1 antagonist -7, Vif-A3F inh -10%, RXFP1 antag -5, GRP78 ERSR act -6% and RXFP1 ag 1.2%.
For c1ccc(-c2csc(N3CCN(c4ccccn4)CC3)n2)cc1 the results were D1 PAM -3, Vif-APOBEC3G blk -1%, D1 agonist 4, D1 antagonist -13, Vif-A3F inh -2%, RXFP1 antag -13, GRP78 ERSR act 4%, D2 potentiator 5 and RXFP1 ag 0.7%.
Screening Cn1c(N)c(C(=O)COC(=O)C2CC(=O)N(Cc3ccccc3)C2)c(=O)n(C)c1=O (configuration not stated) returned D1 PAM 3, Vif-APOBEC3G blk -4%, D1 agonist -1, D1 antagonist 9, Vif-A3F inh 8%, RXFP1 antag 4, GRP78 ERSR act 0%, D2 potentiator 5 and RXFP1 ag 11%.
Screening Cc1nc(NC(=O)C2CC2)sc1C(=O)Nc1ccccc1Cl returned D1 PAM -1, Vif-APOBEC3G blk inconclusive, D1 agonist 2, D1 antagonist 21, Vif-A3F inh 4%, RXFP1 antag 3, GRP78 ERSR act 2%, D2 potentiator 0 and RXFP1 ag 10%.
Screening Cc1ccc(Nc2cc(C)nc3nncn23)c(C)c1 returned D1 PAM 1, Vif-APOBEC3G blk -5%, D1 agonist 3, D1 antagonist 8, Vif-A3F inh 4%, RXFP1 antag -19, GRP78 ERSR act -2% and RXFP1 ag 0.9%.
For COc1ccc2sc(-c3ccccc3OC)c(-c3ccc(OC)c(F)c3)c2c1 the results were D1 PAM 2, Vif-APOBEC3G blk -6%, D1 agonist -1, Vif-A3F inh 1%, GRP78 ERSR act -2%, D2 potentiator -34 and RXFP1 ag 3.6%.
For Cn1c(=O)n(C)c2cc(/C=N/NC(=O)c3ccc(Cl)cc3)ccc21 the results were D1 PAM -5, Vif-APOBEC3G blk 1%, D1 agonist 2, D1 antagonist 0, Vif-A3F inh -7%, RXFP1 antag 16, GRP78 ERSR act 4%, D2 potentiator -2 and RXFP1 ag inconclusive.
O=C(c1cc2cc(Cl)ccc2[nH]1)N1CCN(C(=O)c2ccco2)CC1 was read as D1 PAM 0, Vif-APOBEC3G blk 0%, D1 agonist 29, D1 antagonist -2, Vif-A3F inh -1%, RXFP1 antag -13, GRP78 ERSR act 1%, D2 potentiator 3 and RXFP1 ag 1.1%.
`CCOC(=O)N1CC=C2C(C#N)=C(N)C(C#N)(C#N)[C@H](c3ccc(OC(C)C)c(OCC)c3)[C@H]2C1` gave D1 PAM -3, Vif-APOBEC3G blk -3%, D1 agonist 0, D1 antagonist 0, Vif-A3F inh -14%, RXFP1 antag -23, GRP78 ERSR act -2%, D2 potentiator 4 and RXFP1 ag 3.4%.
C/C(=N\NC(=O)c1ccc(Br)cc1)c1ccccc1 was read as D1 PAM 0, Vif-APOBEC3G blk 3%, D1 agonist 1, D1 antagonist 0, Vif-A3F inh 8%, RXFP1 antag -4, GRP78 ERSR act -4%, D2 potentiator -7 and RXFP1 ag -0.6%.
COc1ccc(/C=C/C(=O)Nc2nc(N)n(-c3ccccc3)n2)cc1 was read as D1 PAM -2, Vif-APOBEC3G blk -1%, D1 agonist -1, D1 antagonist -15, Vif-A3F inh -1%, RXFP1 antag 6, GRP78 ERSR act -1%, D2 potentiator -5 and RXFP1 ag 3.3%.
For O=C(NCC(c1ccc(F)cc1)N1CCOCC1)c1ccccc1F (configuration not stated) the results were D1 PAM -9, Vif-APOBEC3G blk 3%, D1 agonist 1, D1 antagonist -39*, Vif-A3F inh 8%, RXFP1 antag -5, GRP78 ERSR act 1%, D2 potentiator 0 and RXFP1 ag -0.4%.
For Cn1c(Cc2cccs2)nnc1SCC(=O)N1CCc2ccccc21 the results were D1 PAM -3, Vif-APOBEC3G blk 1%, D1 agonist 0, D1 antagonist -6, Vif-A3F inh -12%, RXFP1 antag 0, GRP78 ERSR act -2% and RXFP1 ag -0.2%.
For CSC1=NN(c2ccccc2)CN(c2ccccc2)N1C the results were Vif-APOBEC3G blk 0%, Vif-A3F inh -4%, RXFP1 antag -13 and GRP78 ERSR act -5%.
